# Compound activity as filed in PubChem.
# TLR4-MyD88 BLA: TLR4-MyD88 interaction inhibition in cells; O00206+Q99836; HeLa CL3-4 TLR4/MyD88 BLA complementation, FRET ratio; inhibition, % at 8.4 µM; hit rate 0.18% among 200,000; in the data active = inhibition above about 25%;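 note: 0% = vehicle and 100% = reference inhibitor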
# ROMK mod: human ROMK K+ channel modulation, primary screen. hit rate 2% among 130,000. Tet-inducible ROMK, thallium flux fluorescence; actives lie on both sides. B-score at 10 µM. P48048;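 active = signal ratio slope over the read window, or its plate-corrected B-score, at least 3 SD from the plate mean, either direction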;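 note: B-score of the F/F0 ratio slope over 7 to 12 s after thallium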
# Target sequence (P48048 whole entry, looked up): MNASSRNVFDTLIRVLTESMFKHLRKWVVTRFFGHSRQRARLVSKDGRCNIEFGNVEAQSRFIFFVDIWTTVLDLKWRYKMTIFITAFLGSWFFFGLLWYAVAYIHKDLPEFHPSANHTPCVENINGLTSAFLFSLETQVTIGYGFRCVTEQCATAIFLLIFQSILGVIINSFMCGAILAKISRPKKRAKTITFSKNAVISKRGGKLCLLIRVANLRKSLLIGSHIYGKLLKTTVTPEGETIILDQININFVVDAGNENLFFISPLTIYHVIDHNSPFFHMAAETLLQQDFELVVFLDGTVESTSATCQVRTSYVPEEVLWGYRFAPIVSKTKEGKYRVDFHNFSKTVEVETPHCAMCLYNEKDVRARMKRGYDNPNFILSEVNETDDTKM
# RAM inhibit: inhibitors of the yeast RAM network; S. cerevisiae dse1pr::URA3 reporter, 5-FOA growth OD615, 2 d; analog-sensitive cbk1-as2 kinase mutant strain; inhibition, % at 50 µM; hit rate 1.8% among 190,000; AID 868;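 active = inhibition above a set limit, 3 SD over mean compound inhibition, cut at about 8.4% in these data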;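 note: 0% = DMSO-only wells with no growth and 100% = 10 µM 1-NA-PP1 full growth; inhibition rescues growth on 5-FOA so higher OD means more RAM inhibition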
# PPARg SRC-2 ag: agonists of SRC-2 recruitment by human PPARgamma | PPARgamma LBD-SRC-2 recruitment, biochemical | activation, % at 8 µM | hit rate 0.34% among 200,000 | AID 1032; in the data active = activation above about 22%;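 note: 0% = vehicle and 100% = reference agonist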
# Target sequence (P37231 whole entry, looked up, the tested form may be a part): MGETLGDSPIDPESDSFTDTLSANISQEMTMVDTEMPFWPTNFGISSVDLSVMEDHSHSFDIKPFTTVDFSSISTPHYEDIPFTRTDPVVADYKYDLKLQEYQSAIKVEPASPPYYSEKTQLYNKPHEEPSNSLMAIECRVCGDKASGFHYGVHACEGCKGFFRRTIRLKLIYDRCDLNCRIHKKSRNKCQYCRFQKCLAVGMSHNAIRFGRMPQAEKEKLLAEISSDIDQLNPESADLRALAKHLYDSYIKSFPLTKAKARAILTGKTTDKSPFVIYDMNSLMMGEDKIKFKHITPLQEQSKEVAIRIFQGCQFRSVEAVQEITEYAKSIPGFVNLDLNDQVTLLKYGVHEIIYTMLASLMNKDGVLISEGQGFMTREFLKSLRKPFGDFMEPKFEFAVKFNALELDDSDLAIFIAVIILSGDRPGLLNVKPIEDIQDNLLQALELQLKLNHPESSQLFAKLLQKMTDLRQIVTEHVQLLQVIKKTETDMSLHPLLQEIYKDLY
# SRC2 TRFRET art: counter-screen for PPARgamma SRC-2 recruitment agonists: TR-FRET artefact | active compounds read high | hit rate 0.4% among 200,000 | AID 1049 | TR-FRET ratio at 8 µM; in the data active = TR-FRET ratio above about 2000; note: inactives centre near 1500
# STAT3 activator: STAT3 signaling activation; U3A cells, IL-6 STAT3-luciferase reporter, luminescence; 100% = signal with IL-6 EC80 alone; activation (% of control), % at 5.6 µM; hit rate 0.91% among 190,000; AID 871;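 active = activation above the screen-wide mean of compound activation plus 3 SD, cut at about 130% in these data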;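 note: 0% = background luminescence of wells with medium and substrate only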
#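 Material: STAT3-luciferase reporter U3A cells; Probe or stimulus: IL-6 (33 ng/mL); Incubation: compound pre-incubation 1 h before IL-6, then 6 h stimulation at 37 °C; Technique: luminescence from STAT3-driven luciferase reporter; Evaluation: % activation versus median of IL-6-stimulated wells; Controls: IL-6-only high control.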
# PPARg SRC3 recr: PPARgamma-driven SRC-3 recruitment agonism. biochemical PPARgamma/SRC-3 coactivator recruitment assay. activation, % at 8 µM. hit rate 0.26% among 200,000. AID 731; in the data active = activation above about 23%;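 note: 0% = DMSO and 100% = reference agonist; some compounds past the cut are filed as inactive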
# STAT3 inh: reduces IL-6 driven STAT3 reporter signal | U3A cells, IL-6 STAT3-luciferase reporter, luminescence; host cell line lacks STAT1 | hit rate 0.89% among 190,000 | AID 862 | inhibition, % at 5.5 µM;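 active = inhibition above the mean inhibition across all screened compounds plus 3 SD, cut at about 44% in these data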;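 note: 0% = DMSO only wells and 100% = 100 µM nifuroxazide control wells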
# STAT1 blocker: STAT1 signaling inhibition. NIH 3T3 STAT1-luciferase reporter, IFN-gamma, luminescence. inhibition, % at 5.5 µM. hit rate 0.35% among 200,000. AID 920;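 active = inhibition above a set limit, the mean inhibition across all tested compounds plus 3 SD, cut at about 34% in these data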;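 note: 0% = IFN-gamma with DMSO and 100% = IFN-gamma with 300 µM nifuroxazide; values of inactives mirror those of a sister screen read the other way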
# PPARg SRC-1 ag: PPARgamma-driven SRC-1 recruitment agonism; hit rate 0.41% among 200,000; P37231; activation, % at 8 µM; AID 631; PPARgamma-SRC-1 coactivator recruitment biochemical assay; in the data active = activation above about 19%;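 note: 0% = DMSO and 100% = reference agonist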
# S1P3 antagonist: antagonists of human S1P3 receptor; AID 485; CHO S1P3 NFAT-BLA reporter, FRET fluorescence, antagonist mode; inhibition, % at 4.98 µM; Q99500; hit rate 0.27% among 170,000;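 active = inhibition above the plate cutoff, the mean inhibition of test wells on that plate plus 3 SD, cut at about 28% in these data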;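 note: cells challenged with S1P at its EC80 of 0.8 µM; blue over green emission ratio from cleaved BLA substrate after 4 h stimulation; 0% = S1P-stimulated wells and 100% = unstimulated DMSO-only wells; some compounds past the cut are filed as inactive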
# Starred values were filed as active, the others as inactive; nt = no result given.
SMILES,TLR4-MyD88 BLA,ROMK mod,RAM inhibit,PPARg SRC-2 ag,SRC2 TRFRET art,STAT3 activator,PPARg SRC3 recr,STAT3 inh,STAT1 blocker,PPARg SRC-1 ag,S1P3 antagonist
COc1ccc(CCn2c(N)cc(=O)[nH]c2=O)cc1OC,5,-0.43,2.6,5,1629,103,0,5,5,13,-12
COC(C(=O)NC1CC1)c1ccccc1 (configuration not stated),14,1.1,1.6,5,1454,81,2,25,7,12,6
Cc1ccc(S(=O)(=O)N2CCN(C(=O)c3cc(=O)c4ccccc4o3)CC2)cc1,-10,0.33,3.6,4,1597,102,4,-1,5,5,-3
Cc1cc(N(C(=O)c2ccco2)C(C(=O)NC2CCCCC2)c2ccccc2)ccc1-n1cnnn1 (configuration not stated),17,nt,1.7,-5,1580,111,2,-1,-4,-7,8
CCN(/N=C/c1ccccc1)c1cc(=O)n(C)c(=O)[nH]1,-3,0.33,-0.5,-4,1491,109,-5,-10,1,-1,0
O=C(Oc1ccc(N(C(=O)c2ccncc2)S(=O)(=O)c2ccc(F)cc2)cc1)c1ccncc1,19,-0.78,0.5,0,1418,93,-2,14,0,-3,-16
O=C(COc1ccccc1Cl)N1CCN(c2ccc([N+](=O)[O-])c(N3CCCCC3)c2)CC1,-6,-0.21,2.4,10,1658,93,5,15,8,13,nt
O=C(CCSc1nc(-c2ccco2)cc(C(F)(F)F)n1)NCCc1ccccc1,-3,nt,9.9*,2,1514,95,7,9,0,4,-18
COC(=O)c1ccc(CSC(=N)N)o1,8,-0.46,1.3,2,1658,104,2,-2,-7,6,11
CC(=O)N1CCc2cc(S(=O)(=O)NC(C(=O)Nc3nc(C)cs3)C(C)C)ccc21 (configuration not stated),15,nt,0.6,1,1616,75,4,35,4,0,3
CCN(CC)c1ccc2cc(-c3nc4ccccc4n3C)c(=O)oc2c1,49*,-2.4,0.1,1,1610,145*,10,-44,-40,-1,43
O=C(O)CCCc1nc2ccccc2s1,0,1.2,-0.3,-2,1461,110,-5,-9,0,-4,-3
Cc1ccc(Cn2c(=O)c3ccccc3n3c(CCC(=O)O)nnc23)cc1,-5,nt,nt,-4,1467,105,5,0,1,-3,-8
CC1=C(C(=O)OCC2CCCO2)C(c2coc3ccc(C)cc3c2=O)C2=C(CCCC2=O)N1 (configuration not stated),4,-0.0022,2.1,7,1721,114,4,-11,2,5,-9
COc1ccc(CNC(=O)CN(C(=O)c2ccc(CN3CCOCC3)o2)C2CCCC2)cc1,-2,nt,0.9,0,1712,93,7,13,3,9,-27
Cc1cc(NC(=O)COC(=O)c2ccccc2[N+](=O)[O-])no1,2,1.1,4.1,-6,1671,94,-7,14,-4,-15,-8
CCCCOc1ccc(C(=O)CCN2CCOCC2)cc1,-3,-0.072,0.9,11,1785,96,6,9,13,4,15
COC(=O)NNC(=O)C1CCC(C(=O)NNC(=O)OC)CC1 (configuration not stated),0,nt,-0.4,-7,1499,100,0,2,-14,-3,-7
CCOc1ccc(OCC)c(NC(=O)C2CCN(S(=O)(=O)c3c(C)[nH]c(=O)[nH]c3=O)CC2)c1,-11,-0.39,2.3,9,1686,104,2,-3,-2,10,-1
O=C(Nc1cccc2ccccc12)c1ccc(Br)o1,5,nt,-0.8,4,1356,99,-1,4,-8,-2,9
Cc1cccc(NC(=O)CN(C)S(=O)(=O)c2ccccc2)n1,-11,nt,0.4,5,1545,99,-2,5,0,-3,-14
CCn1c(=N)n(CC(=O)c2cccc([N+](=O)[O-])c2)c2ccccc21,4,-0.15,1.5,-4,1444,103,-3,5,-7,0,4
CN(C)c1cccc(C(=O)OC(C(=O)Nc2ccc([N+](=O)[O-])cc2Br)c2ccccc2)c1 (configuration not stated),-4,nt,5.1,1,1601,96,-1,0,-1,6,3
c1ccc(-c2noc(CSc3nnnn3C3CCCCC3)n2)cc1,-7,-1,3.5,0,1597,101,9,6,-9,8,26
Cc1ccc(C(=O)N/C(=C\c2ccc(C(C)C)cc2)C(=O)NCCCN2CCOCC2)cc1,-1,nt,1.3,6,1659,94,1,6,7,8,6
Cc1cc(Cl)ccc1N=c1ssnc1Cl,-2,0.61,1.8,5,1706,91,8,14,8,-4,nt
CCCCN(C(=O)Cn1nnc2ccccc21)C(C(=O)NCCOC)c1ccccc1 (configuration not stated),13,nt,2.5,5,1573,98,5,6,6,0,nt
COc1ccc(OC)c(S(=O)(=O)Nc2ccccc2C)c1,-9,nt,-0.5,5,1554,98,4,2,6,2,-11
CN(Cc1nc(Cc2ccccc2F)no1)Cc1cccc2ncccc12,5,0.095,1.2,3,1484,88,3,16,23,10,-1
Cc1c(CN2CCc3c([nH]c4ccccc34)C2C2CCCCC2)cnn1C (configuration not stated),-1,-0.56,2.3,6,1594,126,4,-25,6,9,-4
O=C(COC(=O)C1(c2ccc(F)cc2)CCCC1)NCc1ccco1,1,-0.07,0.6,6,1671,107,0,-1,-1,6,-2
CCN(CC)C(=O)CN1C(=O)C2(OCC(C)(c3ccccc3)CO2)c2ccccc21 (configuration not stated),6,-0.87,nt,-2,1461,96,-4,9,4,5,-1
COc1cc(OC)nc(N/N=C(\c2ccccc2)c2ccncc2)n1,-12,-0.32,2.4,-1,1372,109,3,-13,-7,6,4
CCNC(=S)NC1CC2CCC(C1)N2Cc1ccccc1 (configuration not stated),17,nt,-0.3,-8,1576,102,-8,9,-8,-12,nt
COc1ccccc1NC(=O)CCC(=O)OCc1ccc(Cl)cc1,-10,-0.47,-0.1,0,1548,104,-3,4,15,1,2
O=C(O)C(NC(=O)c1ccccc1)=C(Cl)Cl,7,nt,nt,9,1602,100,4,4,-3,3,nt
Cc1cc(/C=C2\SC(N)=NC2=O)c(C)n1-c1ccc(F)cc1,15,nt,4.7,3,1726,94,3,10,-10,-4,-10
COc1ccc(S(=O)(=O)N2CCCCC2C(=O)O)cc1OC (configuration not stated),-4,nt,0.8,-5,1569,100,0,4,8,-3,nt
CCc1nc(N2CCN(C(=O)c3ccco3)CC2)c2oc3ccccc3c2n1,-3,nt,2.1,-4,1522,78,-7,33,9,7,8
Cn1c(SCC(=O)NC(=O)c2cccc([N+](=O)[O-])c2)nnc1-c1ccc(F)cc1,2,0.47,0.3,3,1598,98,2,4,3,7,-2
O=C(NO)c1cc(OCC(F)(F)F)ccc1OCC(F)(F)F,7,nt,0.4,4,1608,95,-4,8,11,1,nt
CC1CC(C)CN(S(=O)(=O)c2ccc(C(=O)N3CCN(c4ccccc4)CC3)cc2)C1 (configuration not stated),-18,nt,4.7,6,1692,88,5,17,11,0,21
O=C(CSc1nccc(=O)[nH]1)Nc1ccc2c(c1)OCCO2,11,0.14,3.1,2,1724,108,5,-2,-19,8,-4
Cc1ccc(N2CCN(C(=O)c3cc(C(=O)c4ccccc4C)c[nH]3)CC2)c(C)c1,-1,0.11,24*,-2,1540,83,3,28,-7,9,-28
CCOC(=O)c1ccc(NC(=O)Cn2ccc([N+](=O)[O-])n2)cc1,1,-0.1,1.0,-4,1536,90,-2,20,-6,10,-18
N#C/C(=C\c1cccs1)Sc1nc2ccccc2s1,-1,nt,9.1*,1,1515,106,-2,-5,-8,1,36
O=C(O)c1c(F)c(F)cc2ccccc12,5,-0.11,2.0,3,1316,100,3,4,-1,-2,-14
CCn1c(COc2ccc3c(c2)CCCC3)nnc1SCC(=O)Nc1nccs1,-4,nt,1.5,-2,1528,101,1,4,-2,-2,-22
Cc1cc2oc(C(=O)NCc3ccncc3)c(C)c2cc1C,4,nt,-0.8,-9,1520,95,2,14,-6,10,-35
CCCCCCc1cc2cc(-c3nnc(-c4ccccc4OC)o3)c(=O)oc2cc1O,-11,nt,5.7,-3,1515,95,-8,10,-12,2,nt
CC(=O)Cc1nsc(NC(=O)c2cccs2)n1,-11,nt,-0.3,4,1597,99,-2,5,-3,3,nt
CCn1c(CCCNC(=O)c2cccs2)nc2ccccc21,15,nt,0.3,5,1585,93,-10,13,-3,2,-25
O=C1CCn2nc(-c3ccc(Cl)cc3)cc2N1,-7,nt,1.7,3,1540,111,1,-13,-38,5,-8
Cc1cccc(Nc2nnc(SCC(=O)Nc3ncc(C(F)(F)F)cc3Cl)s2)c1C,-5,nt,4.1,-1,1463,104,4,0,-6,4,-1
Oc1[nH]c2ccccc2c1OCc1ccncc1,-20,nt,4.4,4,1675,102,11,8,7,9,-3
Cc1ccc(S(=O)(=O)Nc2c(C)ccc3nsnc23)cc1,2,0.33,1.5,8,1610,93,16,9,8,1,nt
O=C(NC1CCCC1)C(c1ccncc1)N(Cc1ccccc1)C(=O)Cc1cccs1 (configuration not stated),-8,nt,0.9,2,1489,103,6,7,8,0,nt
COc1cccc2cc(C(C)N(CCCN3CCOCC3)C(=S)Nc3ccc(C)cc3)oc12 (configuration not stated),-3,0.3,0.5,0,1531,106,-1,-6,4,10,-12
CC(C)C(NC(=O)c1ccc(Br)cc1)C(=O)NC1=NCCS1 (configuration not stated),5,-0.41,1.2,2,1622,100,-4,4,-8,2,-21
CC1CCN(c2nc3c(c(=O)[nH]c(=O)n3C)n2Cc2ccccc2Cl)CC1,-1,nt,2.2,6,1694,101,5,8,-3,-2,-16

# Arranged by value in PPARg SRC-1 ag (high to low): 3 of the compounds above.
canonical_smiles | PPARg SRC-1 ag
COc1cccc2cc(C(C)N(CCCN3CCOCC3)C(=S)Nc3ccc(C)cc3)oc12 (configuration not stated) | 10
CCCCCCc1cc2cc(-c3nnc(-c4ccccc4OC)o3)c(=O)oc2cc1O | 2
N#C/C(=C\c1cccs1)Sc1nc2ccccc2s1 | 1

# Next structures follow:
SMILES,TLR4-MyD88 BLA,ROMK mod,RAM inhibit,PPARg SRC-2 ag,SRC2 TRFRET art,STAT3 activator,PPARg SRC3 recr,STAT3 inh,STAT1 blocker,PPARg SRC-1 ag,S1P3 antagonist
Cc1ccc(S(=O)(=O)NCC(=O)OCc2csc(-c3ccccc3)n2)cc1,1,nt,3.2,-1,1719,99,-2,1,-7,-4,-7
NC(=O)C1CCN(CC(=O)Nc2cc(Cl)ccc2Oc2ccccc2)CC1,-2,-0.7,2.3,4,1572,101,3,6,4,3,-15
Cc1cc(=O)[nH]c(=S)[nH]1,1,nt,1.2,9,1483,99,2,4,4,11,-7
Clc1ccc(Nc2nc(NCCN3CCOCC3)nc(N3CCOCC3)n2)cc1,-3,nt,2.1,2,1235,97,-1,9,6,-2,-34
CCOc1cc(N2CCOCC2)c(OCC)cc1NC(=O)CN1CCN(Cc2ccc3c(c2)OCO3)CC1,7,0.61,-0.2,5,1570,101,4,3,-8,2,0
CN1C(=O)/C(=C/C=C2\SCCN2C)N(C)C1=S,3,-0.79,4.0,5,1893,105,20,-5,-34,23*,2
Cc1ccc2c(c1)c1nnc(SCC(=O)Nc3cccc(Cl)c3C)nc1n2CC(=O)O,-3,-0.96,1.2,-3,1342,106,1,-6,2,-5,-1
COc1ccc2cc[nH]c2c1,8,-0.066,-1.0,1,1614,104,0,2,4,-4,14
